CCT chaperon mod: changes cytosolic chaperonin activity | purified chaperonin ATPase assay, HTRF ADP detection, 30 min | activity change, % (no concentration beside the values), hits read low | 360,000 tested, 0.3% active; in the data active = activity change below about -30%; note: % is set by controls: 0 for no effect and ±100 for the full control effect
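TRiC (40 or 20 nM final, by batch activity) in 30 mM Tris pH 7.4, 100 mM KCl, 5 mM MgCl2, 1 mM DTT was treated with compound at 76 uM single dose, then 10 uM ATP, 30 min at 37 °C. ADP was read by HTRF Transcreener.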
pAkt inh: Akt phosphorylation inhibition; Neuro2A IGF-stimulated pAkt S473 HTRF, 20 min; active compounds read low; activity change, % for hits at 50 µM; 360,000 tested, 0.32% active; in the data active = activity change below about -80%; inconclusive = mostly about -51% to -80%; note: % is set by controls: 0 for no effect and ±100 for the full control effect
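Single-point screen (50 µM final compound) in Neuro2A cells stimulated 20 min with 6 nM IGF at 37 deg C. After lysis, Ser473-phosphorylated Akt read by HTRF (ex 330 nm, em 615/665 nm) as the 665/615 ratio.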
Nrf2 ARE act: activators of Nrf2 (ARE) signaling; AREc32 ARE-luciferase reporter (MCF7-derived line), luminescence, 24 h; Potency, µM (highest dose often 46.1 µM), for inactives: top-dose activation, usual class: activators; 410,000 tested, 0.31% active; note: potency is the fitted concentration of half-maximal effect; % of control where 0% means no effect; nearly all actives have a fitted effect of over 65% in size
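Reporter line AREc32 (ARE-Fluc), seeded overnight in OPTI-MEM with 5% FBS; compound pin-transferred, 24 hr at 37 deg C, 5% CO2; luminescent read-out.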
Mm-Cpn inhibitor: blocks the Methanococcus maripaludis chaperonin Mm-Cpn; purified Mm-Cpn ATPase, ADP Transcreener TR-FRET; Potency, µM (doses to about 76.9 µM), without a hit: at the top dose activity, negative = inhibition, hits mostly inhibitors; 330,000 tested, 0.031% active; AID 504842; note: potency is the fitted concentration of half-maximal effect; % is set by controls: 0 for no effect and ±100 for the full control effect; nearly all actives have a fitted effect of over 80% in size
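Purified archaeal Mm-CPN (25nM final) preincubated 10 min at 37degC with compound, then 10uM ATP for 30 min at 37degC; ADP measured by HTRF Transcreener TR-FRET; buffer 30 mM TRIS pH 7.4, 100mM KCl, 5mM MgCl2, 1mM DTT.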
Nrf2 block: inhibitors of Nrf2 signaling; Potency, µM (highest dose often 46 µM), inactives show at the highest dose activity change, negative = inhibition, actives largely listed as inhibitors; 360,000 tested, 2.1% active; A549 ARE-Fluc reporter, luciferase luminescence, 18-24 h; note: potency is the fitted concentration of half-maximal effect; % is set by controls: 0 for no effect and ±100 for the full control effect; nearly all actives have a fitted effect of over 60% in size
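Reporter: ARE-Fluc in A549. Exposure: 18-24 h, 37 °C, 5% CO2, 5% FBS OPTI-MEM. Readouts: fluorescent cytotoxicity (CellTiter-Fluor), then luminescent Nrf2 signal after BugLite.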
EPAC2 agonist: EPAC2 (human) agonism; AID 720711; Q8WZA2; EPAC2 activation, biochemical qHTS; response scale: 100% = 6.5 mM cAMP response; 360,000 tested, 0.079% active; Potency, µM (doses to about 154 µM), for the others: at the top dose activation, hits mostly activators; note: potency is the fitted concentration of half-maximal effect; nearly all actives have a fitted effect of over 50% in size
Target sequence (Q8WZA2 whole entry, looked up): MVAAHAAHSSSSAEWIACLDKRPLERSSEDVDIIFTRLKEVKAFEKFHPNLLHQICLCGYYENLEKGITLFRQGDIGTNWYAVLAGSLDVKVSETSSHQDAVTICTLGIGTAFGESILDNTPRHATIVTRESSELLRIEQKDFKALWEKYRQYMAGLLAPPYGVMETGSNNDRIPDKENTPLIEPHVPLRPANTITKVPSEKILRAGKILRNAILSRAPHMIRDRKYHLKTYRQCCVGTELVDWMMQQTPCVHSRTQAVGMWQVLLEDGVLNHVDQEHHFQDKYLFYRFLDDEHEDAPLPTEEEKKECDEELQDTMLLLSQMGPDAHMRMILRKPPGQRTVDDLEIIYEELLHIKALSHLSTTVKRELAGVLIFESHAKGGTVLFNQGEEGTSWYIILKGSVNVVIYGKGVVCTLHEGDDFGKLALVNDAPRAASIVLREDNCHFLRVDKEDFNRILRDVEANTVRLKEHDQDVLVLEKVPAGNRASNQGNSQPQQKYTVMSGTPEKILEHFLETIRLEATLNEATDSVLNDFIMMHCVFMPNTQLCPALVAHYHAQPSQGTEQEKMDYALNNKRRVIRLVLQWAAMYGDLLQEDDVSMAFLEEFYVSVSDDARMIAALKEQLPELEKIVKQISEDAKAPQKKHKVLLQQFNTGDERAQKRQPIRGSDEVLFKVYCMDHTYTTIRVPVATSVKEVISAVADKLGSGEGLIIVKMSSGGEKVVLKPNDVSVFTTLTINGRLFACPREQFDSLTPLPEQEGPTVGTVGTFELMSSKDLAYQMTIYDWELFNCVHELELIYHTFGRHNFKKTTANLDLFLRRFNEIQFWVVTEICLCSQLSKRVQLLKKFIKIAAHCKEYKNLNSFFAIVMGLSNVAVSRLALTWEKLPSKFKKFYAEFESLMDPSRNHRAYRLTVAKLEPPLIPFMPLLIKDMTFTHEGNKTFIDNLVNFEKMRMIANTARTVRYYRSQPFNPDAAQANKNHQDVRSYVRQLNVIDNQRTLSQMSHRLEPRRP
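qHTS, titration series. 100 nM EPAC2 / 250 nM Rap1B-BODIPY-GDP / 50 uM GDP; RT; ex 480/em 540 nm, 5-min reads to 30 min. Norm. to 6.5 mM cAMP = activation.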
A549 viability: A549 cytotoxicity, counter-screen for Nrf2 inhibitors | A549 ARE-Fluc cells, CellTiter-Fluor viability, 18-24 h | Potency, µM (titrated, usually from 46 µM), without a hit: top-dose activity change, negative = cytotoxicity, usual class: inhibitors | 390,000 tested, 0.16% active; note: potency is the fitted concentration of half-maximal effect; % is set by controls: 0 for no effect and ±100 for the full control effect
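A549 ARE-Fluc cells in 5% FBS OPTI-MEM, 5000 cells/well, rested 2 h then exposed to compounds in concentration-response for 18-24 h at 37 °C. Viability by CellTiter-Fluor fluorescence (Ex 405/Em 525) after 30 min; luciferase luminescence (BugLite, 15 min, RT) read afterwards.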
EPAC2 antag: EPAC2 (human) antagonism; EPAC2 GEF exchange of Rap1B-BODIPY-GDP, fluorescence; Q8WZA2; 360,000 tested, 0.18% active; Potency, µM (doses to about 114 µM), for the others: at the highest dose activity, negative = inhibition, most hits filed as inhibitors; AID 720708; note: potency is the fitted concentration of half-maximal effect; % is set by controls: 0 for no effect and ±100 for the full control effect; nearly all actives have a fitted effect of over 45% in size; many of its hits are not listed in these tables
TGFb inhibitor: blocks TGF-b signaling | Potency, µM (titrated, usually from 46.1 µM), for inactives: at the highest dose activity, negative = inhibition, hits mostly inhibitors | HepG2 CAGA-GFP TGF-b/SMAD3 reporter, GFP fluorescence, 18 h; TGF-beta stimulated, 500 pg/mL final | 410,000 tested, 1.2% active; note: potency is the fitted concentration of half-maximal effect; % is set by controls: 0 for no effect and ±100 for the full control effect; nearly all actives have a fitted effect of over 65% in size
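Smad-responsive CAGA-GFP expression was quantified in HEPG2 cells exposed to compounds and 500 pg/mL final TGF-beta for 18 h at 37 degrees C; unstimulated wells defined full inhibition.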
Active calls of the source: *; i = inactive; ? = inconclusive; · = no result given; & = joins results of further samples; [ ] = remark or other dose. Unless noted, calls come from the whole dose curve; as a rule, active = well fitted curve in the direction sought with a large enough effect; inconclusive = small, poorly fitted or top-dose-only effect, or another doubt; inactive = no such curve, though single readings can be large; an effect the other way counts as inactive or inconclusive. Only part of the results is shown; rates above refer to the full screens.

mol,CCT chaperon mod,pAkt inh,Nrf2 ARE act,Mm-Cpn inhibitor,Nrf2 block,EPAC2 agonist,A549 viability,EPAC2 antag,TGFb inhibitor
CCN(CC)/C(Sc1ccccc1)=C(\C(Cl)=C(Cl)Cl)[N+](=O)[O-],-1.2,i,4.5%,1%,-3%,13%,-1%,-15%,-2%
CCCCCCCCNC(=O)c1cnccn1,-1.0,i,3.8%,3%,-3%,17%,-6%,-10%,?
Cc1ccc(S(=O)(=O)N2C[C@H]3C(=O)C[C@@H](c4cccc(Cl)c4)N(S(=O)(=O)c4ccc(C)cc4)[C@H]3C[C@H]2c2cccc(Cl)c2)cc1,-1.9,i,3.3%,·,·,17%,·,10%,17%
C#Cc1ccc(CN2CCN(Cc3ccsc3)C(CCO)C2)cc1 (stereo not drawn),-0.8,i,-1.1%,-1%,6%,-3%,1%,3%,4%
COC(=O)C1(C)NC(c2ccco2)C2C(=O)N(c3ccc(F)cc3)C(=O)C21 (stereo not drawn),-2.9,i,-0.4%,0%,-4%,7%,8%,2%,2%
O=C(c1ccc(F)cc1)c1ccc(N2CCCC2)cc1,0.9,i,2.0%,-22%,?,14%,0%,6%,?
Cc1ccsc1C(=O)NC1CCCN(Cc2ccc(Cl)cc2)C1 (stereo not drawn),-1.5,i,5.4%,1%,4%,23%,7%,-10%,1%
CCCN(CCC)S(=O)(=O)c1ccc(NC(=O)Cc2cccs2)cc1,-2.8,i,-0.2%,1%,4%,4%,-4%,-13%,-28%
Cc1cc(C)c(NC(=O)CSc2nccn2C)c(C)c1,-1.4,i,0.3%,-1%,15%,0%,-2%,-3%,2%
CC(=O)Nc1ccccc1NC(=O)C/C(C)=N/NC(=O)c1ccc([N+](=O)[O-])c(Cl)c1,-0.4,i,-0.5%,3%,?,0%,5%,-2%,14%
Nc1ccc(C(=O)O)cc1,1.0&0.9&0.0,i,-0.4%&-0.1%&-0.7%,2%&-1%,9%&5%&4%,-2%&6%&-4%,-2%&0%&-2%,15%&14%&20%,-4%&-1%&-4%
O=C(NCCO)/C(=C\c1cccc([N+](=O)[O-])c1)NC(=O)c1ccco1,-0.2,i,4.9%,-5%,-4%,2%,0%,8%,15%
COc1ccc(S(=O)(=O)N2CCCC(C(=O)O)C2)cc1 (stereo not drawn),-0.6,i,0.1%,-1%,4%,2%,-3%,6%,9%
C/C(CC(C)C)=N\NS(=O)(=O)c1ccc(C)c([N+](=O)[O-])c1,-0.4,i,-0.4%,-6%,10%,11%,2%,3%,-5%
COc1ccc(CN2C(=O)C3C4C=CC(C4)C3C2=O)cc1 (stereo not drawn),-10,i,-0.5%,0%,·,-5%,2%,2%,13%
COc1ccc(-c2c3c(nc4sc(C(=O)Nc5ccccc5F)c(N)c24)CC(C)(C)CC3=O)cc1,·,·,0.2%,·,29%,·,-2%,·,9%
CCOC(=O)c1nn(-c2ccc(C)cc2)c(=O)cc1OCC(=O)Nc1cc(C)ccc1OC,-3.6,i,0.0%,2%,5%,6%,7%,21%,8%
CCOc1ccc(S(=O)(=O)N2CCCCC2)cc1NC(=O)Cc1cccs1,-0.8,i,2.4%,3%,?,4%,-2%,-3%,0%
O=C1CC(c2ccccc2)CC(O)=C1C=NCc1ccncc1 (stereo not drawn),1.0,i,-0.1%,3%,-12%,7%,-4%,-7%,-22%
Cc1noc(C)c1C(=O)Nc1cccnc1,3.4,i,0.0%,3%,14%,6%,-5%,21%,21%
O=C1C2CCCN2C(c2ccccc2F)N1c1ccc(Cl)cc1 (stereo not drawn),-1.3,i,-0.1%,-2%,?,8%,6%,-2%,0%
O=C(CCn1cccn1)N1CCCC(N2CCN(c3cccc(Cl)c3)CC2)C1 (stereo not drawn),-0.9,i,0.0%,-4%,9%,-11%,0%,0%,-7%
COc1ccccc1C(=O)COC(=O)Cn1[nH]c(=O)c2ccccc2c1=O,-31*,i,-0.9%,1%,-6%,-3%,1%,6%,14%
NC(COCc1ccccc1)c1csc(Nc2ccc(S(N)(=O)=O)cc2)n1 (stereo not drawn),-0.2,i,-0.1%,·,·,10%,·,26%,28%

Retrieved by compound from the list above:
mol,CCT chaperon mod,pAkt inh,Nrf2 ARE act,Mm-Cpn inhibitor,Nrf2 block,EPAC2 agonist,A549 viability,EPAC2 antag,TGFb inhibitor
O=C1CC(c2ccccc2)CC(O)=C1C=NCc1ccncc1 (stereo not drawn),1.0,i,-0.1%,3%,-12%,7%,-4%,-7%,-22%
O=C(CCn1cccn1)N1CCCC(N2CCN(c3cccc(Cl)c3)CC2)C1 (stereo not drawn),-0.9,i,0.0%,-4%,9%,-11%,0%,0%,-7%

Further compounds.
mol,CCT chaperon mod,pAkt inh,Nrf2 ARE act,Mm-Cpn inhibitor,Nrf2 block,EPAC2 agonist,A549 viability,EPAC2 antag,TGFb inhibitor
Clc1cccc(-c2ccc(CNCCSc3nnnn3-c3ccccc3)o2)c1,·,·,-0.3%,·,11%,·,?,·,-24%
O=C1CC(N2CCC(c3nc4ccccc4o3)CC2)C(=O)N1c1cc(Cl)cc(Cl)c1 (stereo not drawn),0.9,i,0.3%,-2%,-21%,2%,-3%,-10%,8%
COc1ccc(S(=O)(=O)N(CC(=O)O)c2ccc(C)cc2)cc1,-1.4,·,0.3%,3%,-18%,12%,11%,0%,1%
C#Cc1ccc(NC(=O)C2(C)CCN2C(=O)Cc2ccc(C(C)(C)C)cc2)cc1 (stereo not drawn),-0.1,i,0.3%,·,·,5%,·,-10%,-30%
Cc1ccc(S(=O)(=O)NCCC(=O)Nc2ccncc2)cc1C,-4.2,i,-0.4%,0%,-13%,4%,6%,-1%,-1%
Cc1nnc(SCc2cc(=O)oc3ccc4ccccc4c23)n1Cc1ccccc1,-3.3,i,4.6%,-2%,-16%,-4%,0%,4%,4%
O=c1[nH]c(-c2ccccc2)cs1,-2.2,i,-0.5%,0%,3%,10%,-7%,0%,11%
CCOCCCNCc1cn(-c2ccc(F)cc2F)nc1-c1ccccc1C,1.6,i,2.8%,1%[15.4 µM],13%,-1%,-4%,12%,-5%
CCOc1ccccc1N(CC(=O)N1CCC(C(N)=O)CC1)S(=O)(=O)c1ccc(SC)cc1,-3.3,i,-0.2%,-1%,23%,5%,5%,-5%,0%
Cc1nc(SCc2c(F)cccc2Cl)c2c(=O)n(C)c(=O)n(C)c2n1,-0.5,i,-0.1%,1%,7%,4%,10%,10%,6%
Cc1ccc(-c2cc(C(=O)N3CCCC(C(F)(F)F)C3)c3ccccc3n2)o1 (stereo not drawn),0.4,i,0.2%,-4%,-2%,-3%,2%,5%,-19%
CN1CCN(CC(=O)Nc2c(C(=O)C3CC3)oc3ccccc23)CC1,-2.9,·,-0.2%,1%,-5%,-1%,1%,-2%,-20%
CCN(CC)CCCNC(=O)c1oc2ccc(S(=O)(=O)N3CC(C)CC(C)C3)cc2c1C (stereo not drawn),0.2,i,3.9%,1%,18%,6%,1%,2%,0%
COc1ccc(C(=O)COC(=O)c2ccc(NC(=O)c3ccccc3)cc2)cc1,-1.0,i,-0.4%,-1%,-22%,2%,-12%,3%,-8%
COC(=O)c1ccc(CSc2nc3scc(-c4cccs4)c3c(=O)[nH]2)o1,-3.2,i,3.1%,-9%,12%,11%,·,-2%,-13%
Clc1ccccc1-c1nnc2n1CCCCC2,-2.0,i,0.2%,0%,0%,15%,2%,7%,12%
COc1ccc(CC(=O)N/N=C(/C)c2ccco2)cc1,-1.3,i,2.1%,0%,-3%,1%,-4%,5%,-12%
Cc1ccc(C(=O)Nc2nnn(C)n2)cc1,-2.3,i,2.5%,-1%,?,0%,6%,-6%,-10%
CCOc1ccccc1NC(=O)C(c1ccccc1)N1Cc2ccccc2C1=O (stereo not drawn),·,·,-1.3%,·,-5%,·,-7%,·,-12%
O=C(/C(=C/O)N=Nc1cccc(C(F)(F)F)c1)c1ccccc1,-10,i,12%,0%,?,2%,?,-25%,?
COc1ccccc1NS(=O)(=O)c1ccc(C(N)=O)cc1,-3.9,i,-0.5%,-2%,-2%,12%,-7%,2%,-1%
Cc1ccc(S(=O)(=O)/N=C2\C=C(Nc3ccc(O)cc3)C(=O)c3ccccc32)cc1,2.7,i,-3.8%,-20%,18µM*,19%,16µM*,-17%,1.3µM*
O=c1c2c(nc3c(-c4ccc(Cl)cc4)c[nH]n13)CCC2,-3.3,i,-1.4%,-1%,?,-5%,-7%,-6%,?
COc1ccc(NC(=O)C(=O)c2cn(CC(=O)N3CCCC3)c3ccccc23)cc1OC,-3.5,i,2.3%,2%,-3%,8%,?,-7%,-17%
O=C(COC(=O)c1ccc(-c2cnc3ccccc3n2)cc1)c1ccccc1,0.0,i,-0.6%,-1%,?,6%,-2%,-7%,-3%
Nc1cnnc(N/N=C\c2ccccc2)c1Cl,-1.2,i,-0.1%,·,?,3%,-6%,8%,-8%

As entered above:
COc1ccc(NC(=O)C(=O)c2cn(CC(=O)N3CCCC3)c3ccccc23)cc1OC in CCT chaperon mod shows -3.5
O=C(/C(=C/O)N=Nc1cccc(C(F)(F)F)c1)c1ccccc1 in Nrf2 ARE act shows 12%
O=C(COC(=O)c1ccc(-c2cnc3ccccc3n2)cc1)c1ccccc1 in CCT chaperon mod shows 0.0

Part of the list above, limited to pAkt inh, EPAC2 antag and A549 viability.
SMILES	pAkt inh	EPAC2 antag	A549 viability
COc1ccccc1C(=O)COC(=O)Cn1[nH]c(=O)c2ccccc2c1=O	i	6%	1%
Cc1ccc(-c2cc(C(=O)N3CCCC(C(F)(F)F)C3)c3ccccc3n2)o1 (stereo not drawn)	i	5%	2%

Bioassay records (PubChem)
